# Source: PubChem
# CRFR2-BP antag: antagonists of CRF-binding protein/CRF-R2 receptor complex | HEK293 CRF-R2/CRF-BP, CRF-induced calcium fluorescence | inhibition, % at 11.8 µM | 0.59% of 350,000 active | AID 588475;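 active means inhibition of the ligand-induced calcium signal above about 50% at the single tested concentration, limit read from the data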
# GalR3 antagonist: blocks the human galanin receptor 3; O60755; HEK293 GalR3-CNG cAMP membrane potential fluorescence; galR3 body fused to GalR1 C-terminus; inhibition, % at 3 µM; 0.44% of 360,000 active; AID 651719;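 active means inhibition above the screen-wide average plus 3 SD, cut at about 13% in these data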;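 further: forskolin and galanin both at EC90 stimulate the cells; cAMP rise reported by CNG channel membrane potential dye signal; 0% = forskolin plus galanin with DMSO and 100% = forskolin alone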
# Target sequence (O60755 1-299 limits assumed): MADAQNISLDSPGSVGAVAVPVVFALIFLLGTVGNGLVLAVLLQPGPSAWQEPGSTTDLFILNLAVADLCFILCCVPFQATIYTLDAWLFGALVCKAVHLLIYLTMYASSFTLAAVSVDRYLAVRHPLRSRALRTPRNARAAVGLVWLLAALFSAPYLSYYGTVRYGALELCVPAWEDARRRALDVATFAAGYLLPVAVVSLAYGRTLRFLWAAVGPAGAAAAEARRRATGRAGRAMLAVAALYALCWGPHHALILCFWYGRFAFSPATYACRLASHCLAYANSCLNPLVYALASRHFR
# CRFBP-R2 agonist: CRF-BP/CRF-R2 complex agonism; activation, % at 13.2 µM; HEK293 CRF-R2/CRF-BP, calcium dye fluorescence (FLIPR); percent of saturating CRF peptide response; 0.46% of 350,000 active;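 active means activation of at least 50%, plus an integration ratio under a set limit after plate pattern correction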;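 further: plate controls were neutral control wells without compound for no effect and CRF at EC100 for full effect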
# * hit, by the source's call. The list is partial; the hit share may differ from the screen's.
Molecule,GalR3 antagonist,CRFR2-BP antag,CRFBP-R2 agonist
Nc1nccnc1C(=O)OCC(=O)c1ccc[nH]1,-5,-2,-0.3
Cc1ccc(C)c(N2CCN(C(=O)CCc3nc(-c4cccc(C(F)(F)F)c4)no3)CC2)c1,-8,30,3.9
O=C1CC[C@H](O)CCN1CCSc1ccc(Br)cc1,-2,1,-0.6
CN(C(=O)COc1ccc(Cl)cc1)C1(C)CCS(=O)(=O)C1 (centres undefined),-2,6,-0.3
Nc1nc(NC2CCCC2)cc(=O)[nH]1,-3,-17,2.3
Cc1cccc(C(=O)NCC(=O)N2CC=C(c3ccccc3)CC2)c1,-5,-6,-0.3
CC(C)C(OC(=O)C1=Cc2ccccc2OC1)C(=O)NCC1CCCO1 (centres undefined),-3,14,-0.3
COC(=O)[C@]1(Cc2ccccc2)N[C@H](CN(C)C(C)=O)[C@@H]2C(=O)N(C)C(=O)[C@@H]21,-6,13,1.7
c1ccc2c(c1)COc1c3ncccc3nn1-2,-6,17,-1.1
CC(C)(C)OC(=O)N[C@H]1C=C[C@H](OC(=O)CC(=O)OCC(F)(F)F)C1,-6,-5,1.0
CCOC(=O)/C=C/C(=O)Nc1cc(S(=O)(=O)Nc2ccc(OC)cc2)ccc1N1CCOCC1,-4,-3,-0.6
O=S(=O)(Nc1nc(-c2ccco2)c(-c2ccco2)s1)c1ccc(F)cc1F,9,-12,2.2
COc1ccc(-c2ccc3c(c2)[C@@H]2C[C@H](N(C)C(=O)Nc4ccccc4)[C@H]([C@H](C)O)C(=O)N2CC3)cc1,-5,7,-0.1
COc1ccc(CN(C)C(=O)COC(=O)c2cc([N+](=O)[O-])ccc2N2CCCC2)c(OC)c1OC,-7,7,1.9
CCC1(O)C(=O)OCc2c1cc1n(c2=O)Cc2cc3c(N)cccc3nc2-1 (centres undefined),-6,-1,2.8
COC(=O)c1ccc(/C=C/C(=O)OCC(=O)Nc2cc(C)on2)cc1,-7,-6,-1.5
CCN(CC)C(=O)c1ncn(Cc2ccccc2)c1C(=O)N(CC)CC,-9,1,-1.1
O=C(COC(=O)CCc1ccc(S(=O)(=O)N2CCOCC2)cc1)Nc1ccccc1OC(F)F,-1,105*,2.4
c1ccc2c(c1)ccc1[nH]c3c(c12)CCCC3,5,1,2.4
O=C(COC(=O)c1ccc(S(=O)(=O)N2CCOCC2)cc1)NCc1ccccc1,-5,-8,-0.2
N#CC(CCc1ccccc1[N+](=O)[O-])(CCc1ccccc1[N+](=O)[O-])C(N)=O,-5,2,0.3
C=CCn1c(O)c2ccc(C(=O)N=NC(=O)c3ccc(F)cc3)cc2c1O,-1,3,-4.0
COc1ccc(C(NC(=O)CN2C(=O)NC3(CCc4ccccc43)C2=O)c2ccc(OC)cc2)cc1 (centres undefined),-1,11,0.6
COc1cc(OC)cc(-c2c(-c3cccs3)c3cc(-c4ccc5cc[nH]c5c4)ccc3n2C)c1,-7,-5,3.1
CC(=O)Nc1ccc(S(=O)(=O)NCC(=O)OCC(=O)NCCc2ccccc2)cc1,-7,6,0.5
C[C@@H](OC(=O)N1CCCCC1)[C@H]1O[C@]2(C)CCCC[C@H]1O2,1,1,1.5
NC(=O)c1nc[nH]c1C(=O)Nc1cccc(C(F)(F)F)c1,-5,-5,0.9
O=C(CCN1C(=O)c2ccccc2S1(=O)=O)N1CCN(c2ccccc2F)CC1,-4,-8,-0.1
CCC1(c2ccccc2)NC(=O)N(CC(=O)Nc2ccc(S(=O)(=O)NC3=NCCCCC3)cc2)C1=O (centres undefined),0,-4,-0.3
Cc1c(C(=O)N2CCN(S(=O)(=O)c3ccccc3F)CC2)oc2c(Cl)cccc12,-4,-16,3.2
COc1ccc(-c2ccc(CN3C(CC(C)C)C(=O)N(Cc4cn(CC5CCCCC5)nn4)CCS3(=O)=O)cc2)cn1 (centres undefined),-2,5,0.6
CN(C)S(=O)(=O)c1ccc(Cl)c(NC(=O)COC(=O)CNS(=O)(=O)c2c(F)cccc2F)c1,-2,4,-0.4
COc1ccc([C@H]2CC(=O)C=C(c3cccc(OC(F)(F)F)c3)C2)cc1,0,5,-0.7
CC(C)Cc1nnc(NC(=O)C2CCN(C(=O)c3ccc(Cl)cc3)CC2)s1,-4,3,-0.4
C[C@]12c3[nH]c4cc(-c5ccco5)ccc4c3CCN1C(=O)[C@@H](CC(=O)NCc1cccc(C(F)(F)F)c1)C[C@@H]2C(=O)N1CCOCC1,-7,-4,-0.5
CCCCN(C)CCCNC(=O)Cn1cc2c(n1)-c1c(oc(C(=O)N3CCCC3)c1C)CC2,-2,2,-0.8
C=CCNc1nc(C(=O)OCC(=O)N(Cc2ccccc2)C(C)C)cs1,-1,0,2.0
CC1CN(C(=O)COC(=O)c2cccc(S(=O)(=O)N3CCc4ccccc43)c2)CC(C)O1 (centres undefined),-5,1,-1.0
CCC1Nc2ncnc(N3CCCCC3)c2N(Cc2ccc(Cl)cc2)C1=O (centres undefined),-6,-7,-0.5
Cc1nc(C)c(C(=O)OCC(=O)Nc2ccccc2SCC#N)s1,-7,-4,12
CCC1(c2ccc(F)cc2)NC(=O)N(CC(=O)c2cc(C)n(C3CC3)c2C)C1=O (centres undefined),0,-46,66*
O=C(NN=Cc1cc(Br)c(O)c(Br)c1)c1ccccc1NS(=O)(=O)c1cccs1,-7,14,-0.8
CCOC(=O)C(N=Nc1nn[nH]n1)C(C)=O (centres undefined),-7,20,2.6
O=C(c1ccc(NS(=O)(=O)c2ccc(Cl)c(Cl)c2)cc1)N1CCOCC1,-7,0,-1.1
Cc1csc(=O)n1CCC(=O)OCC(=O)NNC(=O)c1ccc(Br)cc1,-3,17,-1.1
O=C(COc1ccccc1)NCCS(=O)(=O)N1CCN(c2ccccc2)CC1,-3,-10,-0.8
O=C(COC(=O)COc1ccccc1)Nc1ccc2c(c1)OCCO2,-3,-16,-0.1
O=C(COC(=O)/C=C/c1ccc(OC(F)F)cc1)NC1CCCC1,-3,-1,1.9
O=C(COC(=O)c1nc(Cl)ccc1Cl)Nc1ccc2[nH]c(=O)[nH]c2c1,0,25,0.4
CC(C)CC1C(=O)N(Cc2cn(CCC3OCCO3)nn2)CCS(=O)(=O)N1Cc1ccc(-c2cccc(CO)c2)cc1 (centres undefined),-4,2,5.8
COc1cccc(CNC[C@H]2O[C@@H](n3cnc(C(N)=O)n3)[C@H](O)[C@@H]2O)c1OCc1ccc(F)cc1Cl,-2,4,-1.6
CCN(CC(=O)Nc1ccccc1C(F)(F)F)C(=O)Cc1sc(C)nc1-c1ccc(F)cc1,4,-4,-2.3
Cc1ccc(C(=O)N2CC=C(c3ccccc3)CC2)o1,-2,13,-3.8
CC(=O)Nc1ccc(NC(=O)CSc2nnc(N)n2-c2ccccc2)cc1,-4,-7,-0.3
O=C(CN1C(=O)NC2(CCCC2)C1=O)N1CCN(Cc2ccccc2)CC1,-1,-3,-0.3
COc1ccc(C(=O)OCC(=O)N2C(C)CCCC2C)cc1S(=O)(=O)N1CCOCC1 (centres undefined),-4,-3,2.1

# Following part.
Molecule,GalR3 antagonist,CRFR2-BP antag,CRFBP-R2 agonist
O=C(/C=C/c1ccc(S(=O)(=O)N2CCOCC2)cc1)Nc1ccc(F)c(F)c1F,-7,3,0.4
O=C(Cc1c(O)c2ccccc2oc1=O)c1ccc(F)cc1,-7,1,-0.2
CCN(C(=O)C1CSC2(C)CCC(=O)N12)c1nc2c(C)cccc2s1 (centres undefined),-1,-4,-2.0
CCOc1ccc(NC(=O)COC(=O)CSCC(=O)Nc2ccc(C)cc2C)cc1,-6,-3,-0.2
CN(C)c1ccc(S(=O)(=O)N2CCCCC2)cc1NC(=O)CCNC(=O)c1ccccc1Cl,-2,-9,-0.1
Cc1cc(NS(=O)(=O)c2ccc(NC(=O)c3ccccc3F)cc2)no1,-2,-2,-1.9
COc1ccc(CCNC(=O)COC(=O)c2ccc([N+](=O)[O-])o2)cc1,-2,8,1.4
Cc1ccsc1CN(C)CC(=O)N(C)CC(=O)Nc1c(Cl)cccc1Cl,-7,1,-0.6

# Rewritten field by field: three of the compounds above.
CCN(C(=O)C1CSC2(C)CCC(=O)N12)c1nc2c(C)cccc2s1 (centres undefined)
  GalR3 antagonist: -1; CRFR2-BP antag: -4; CRFBP-R2 agonist: -2.0
CCOc1ccc(NC(=O)COC(=O)CSCC(=O)Nc2ccc(C)cc2C)cc1
  GalR3 antagonist: -6; CRFR2-BP antag: -3; CRFBP-R2 agonist: -0.2
Cc1ccsc1CN(C)CC(=O)N(C)CC(=O)Nc1c(Cl)cccc1Cl
  GalR3 antagonist: -7; CRFR2-BP antag: 1; CRFBP-R2 agonist: -0.6

# The list continues.
Molecule,GalR3 antagonist,CRFR2-BP antag,CRFBP-R2 agonist
O=C1/C(=C\c2ccc([N+](=O)[O-])cc2)CS(=O)(=O)C/C1=C/c1ccc([N+](=O)[O-])cc1,-5,-49,2.5
Cc1c(NC(=O)C(C)OC(=O)c2cccnc2Cl)c(=O)n(-c2ccccc2)n1C (centres undefined),-3,9,-0.2
C[C@@H]1[C@H]2CCCC[C@H]2CN(C(=O)OC(C)(C)C)[C@@H]1c1cn(Cc2ccccc2)c2ccc(F)cc12,-3,-5,-3.2
Cc1ccc(SCC(=O)Nc2ccc(N3CCOCC3)cc2)cc1C,-3,-2,-0.5
CCOc1ccc(NC(=O)CN(C)C(=O)CCNC(=O)c2ccco2)cc1OCC,-6,0,-0.3
COCCn1c(=O)[nH]c2cc(C(=O)N3CCN(Cc4ccc5c(c4)OCO5)CC3)ccc2c1=O,-7,-6,-1.0
O=C(CNC(=O)c1ccc(Cl)cc1Cl)NCc1ccccn1,-5,10,2.0
Cc1ccsc1C(=O)NCc1ccc(Cl)cc1,0,15,-1.1

# Arranged by molar mass (highest first): some entries from above.
Molecule,GalR3 antagonist,CRFR2-BP antag,CRFBP-R2 agonist
C[C@@H]1[C@H]2CCCC[C@H]2CN(C(=O)OC(C)(C)C)[C@@H]1c1cn(Cc2ccccc2)c2ccc(F)cc12,-3,-5,-3.2
COCCn1c(=O)[nH]c2cc(C(=O)N3CCN(Cc4ccc5c(c4)OCO5)CC3)ccc2c1=O,-7,-6,-1.0
CCOc1ccc(NC(=O)CN(C)C(=O)CCNC(=O)c2ccco2)cc1OCC,-6,0,-0.3
Cc1c(NC(=O)C(C)OC(=O)c2cccnc2Cl)c(=O)n(-c2ccccc2)n1C (centres undefined),-3,9,-0.2
Cc1ccsc1CN(C)CC(=O)N(C)CC(=O)Nc1c(Cl)cccc1Cl,-7,1,-0.6
O=C(CNC(=O)c1ccc(Cl)cc1Cl)NCc1ccccn1,-5,10,2.0
Cc1ccsc1C(=O)NCc1ccc(Cl)cc1,0,15,-1.1

# Further results
Molecule,GalR3 antagonist,CRFR2-BP antag,CRFBP-R2 agonist
Cc1cc(C)c(S(=O)(=O)Nc2cccc(C(=O)O)c2)cc1S(=O)(=O)Nc1cccc(C(=O)O)c1,-5,3,-1.5
CC(CCc1ccccn1)C(=O)C(C)CCc1ccccn1 (centres undefined),-4,8,-0.1
COc1ccccc1N1CCN(C(=O)c2ccc3noc(-c4ccccc4)c3c2)CC1,-9,15,2.0
Cc1ccc(OCCNC(=O)CNC(=O)c2ccc(Cl)c([N+](=O)[O-])c2)cc1,-6,2,-0.9
C#CCCc1cscc1/C=[N+](\[O-])c1ccc(C(=O)OCC)cc1,-6,-9,-2.7
O=C1c2ccccc2C(=O)N1CCCc1cn(C[C@H]2CC[C@H](Cn3cc(CCCN4C(=O)c5ccccc5C4=O)nn3)O2)nn1,1,4,-5.1
C[C@H]1CN([C@@H](C)CO)C(=O)CCCn2nncc2CO[C@@H]1CN(C)S(=O)(=O)c1ccccc1,-6,14,-0.8
Cc1nc(C)c(C(=O)OCC(=O)N(C)c2ccccc2)s1,1,20,3.0
CC12CCC(=O)N1C(C(=O)Oc1cccc(F)c1)CS2 (centres undefined),-8,-3,-0.5
Cc1ccnc2c1ccc1cccnc12,-4,-14,-1.4
Cc1ccc(C)c(COc2coc(CN3CCN(C(=O)c4ccco4)CC3)cc2=O)c1,-4,3,-2.5
Cc1cccc(NC(=O)COC(=O)CN2C(=O)c3ccccc3C2=O)c1,-6,-5,-0.1
CC1CCC2(CC1)NC(=O)N(CC(=O)Nc1ccc(N3CCCCC3)cc1)C2=O (centres undefined),-8,-1,-0.8
CCOc1ccccc1C(=O)NCC(=O)NNC(=O)c1cccs1,-5,3,0.6
CC(OC(=O)c1cc(=O)c2ccccc2o1)C(=O)Nc1ccc(N(C)C)cc1 (centres undefined),0,1,-0.8
COc1ccccc1N1CC(C(=O)NCCN2C(=O)S/C(=C\c3cccnc3)C2=O)CC1=O (centres undefined),-4,-8,-0.1
CCOc1ccc(NC(=O)CSc2nc(=O)n(CCCN3CCOCC3)c3c2CCC3)cc1,-1,0,-1.6
CCCCCCNC(=O)O[C@@]12CN(S(=O)(=O)c3ccc(C)cc3)C[C@]1(O)Cn1c(=O)n(CCCCCC)c(=O)n1C2,-1,19,2.7
S=C(Nc1cccc2ccccc12)NN1CCCCCC1,0,-14,-4.2
COc1ccc([C@@H]2CC=C(C(=O)O)[C@H](c3ccc(Br)cc3)N2S(=O)(=O)c2ccccc2C)cc1,-3,34,-3.7
